M. tuberculosis = growth inhibition of non-replicating M. tuberculosis (AID 488890). 320,000 compounds, 0.39% hits. inhibition, % at 25 µM, or IC50 in µM where a hit was titrated. Mycobacterium tuberculosis non-replicating, growth inhibition; higher % means a stronger effect; in the data active means a potency from the dose series; inconclusive means inhibition mostly from about 82% at the one dose, without a potency; inactive means the rest, 99 in 100 with inhibition below about 76%;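 further: plate controls were DMSO cells for no effect and high antibiotic wells for full effect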
H1N1 NS1A inhibition = H1N1 influenza NS1A inhibitors, functional cell based assay (AID 504329); NS1A functional cell-based assay, percent inhibition; higher % means a stronger effect; inhibition, % at 12.5 µM; hits with a dose series show IC50 in µM; 340,000 compounds, 0.3% hits; in the data active means a potency from the dose series; inconclusive means inhibition above about 27% without an active follow-up result; further: strong numbers were not always called active
H37Rv inhibition = M. tuberculosis growth inhibition, HTS (AID 449762) | M. tuberculosis H37Rv growth inhibition, 7H9 media; higher % means a stronger effect | 330,000 compounds, 0.59% hits | inhibition, % at 25 µM; hits with a dose series show IC50 in µM; in the data active means a potency from the dose series; inconclusive means inhibition above about 70% without an active follow-up result;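 further: bacterial growth assessed after seven days of incubation; strong numbers were not always called active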
Salmonella PhoP GFP = Inhibition of PhoP regulon, Salmonella typhi GFP reporter cells, confirmation, 4 h (AID 1850); 310,000 compounds, 0.33% hits; inhibition, % at 50 µM; hits with a dose series show IC50 in µM; Salmonella Typhi PhoP-promoter GFP reporter, fluorescence, 4 h; higher % means a stronger effect; in the data active means a potency from the dose series; inconclusive means inhibition mostly from about 25% at the one dose, without a potency; inactive means the rest, 99 in 100 with inhibition below about 19%;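 further: 0% = induced wells with vehicle and 100% = uninduced wells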
VEEV TC-83 Vero = inhibitors of VEEV TC-83 cytopathic effect, confirmation, Vero cells (AID 588727); inhibition, % at 20 µM, or IC50 in µM where a hit was titrated; Vero cells, VEEV TC-83 cytopathic effect inhibition; higher % means a stronger effect; 350,000 compounds, 0.13% hits; in the data active means a potency from the dose series; inconclusive means inhibition mostly from about 14% at the one dose, without a potency; inactive means the rest, 99 in 100 with inhibition below about 12%; further: strong numbers were not always called active
VEEV TC-83 Vero 10K pilot screen = also measured in VEEV TC-83 Vero; calls as there; inhibition, %; measured here: 10K pilot screen inhibition
* = called active by the depositor; i = inactive; ? = inconclusive; / = no result given.

SMILES	M. tuberculosis	H1N1 NS1A inhibition	H37Rv inhibition	Salmonella PhoP GFP	VEEV TC-83 Vero	others
COc1cccc(C(=O)/C=C/Nc2ccc(S(=O)(=O)Nc3cccc(C(C)=O)c3)cc2)c1	60.3%	-2.4%	-8.5%	-3.4%	6.8%
CCOC(=O)C1CCCN(Cc2nc(N)nc(Nc3ccc(Cl)cc3)n2)C1 (stereo not given)	41.2%	0.8%	68.6%	-1.7%	3.4%
COc1ccc(CNC(=O)[C@H](C)NC(=O)[C@@H]2Cc3ccccc3CN2)cc1	/	-6.3%	-3.1%	1.4%	1.2%
CSc1ccc(S(=O)(=O)NCc2ccc(C)cc2)cc1	10.0%	9.8%	4.9%	10.7%	i
O=C(O)c1nn(-c2ccccc2C(F)(F)F)cc1O	-1.6%	-31.1%	-10.0%	4.3%	1.5%
COC(=O)c1ccc(CCc2cc(O)ccc2O)cc1	/	-14.1%	/	/	5.0%
COc1ccc(CCN(C)C/C=C/c2ccccc2)cc1OC	7.5%	-8.5%	-0.2%	2.7%	i
O=C1c2ccccc2C(=O)c2c1ccc(O)c2O	/	17.2%	/	/	0.1%
COc1ccc(N2CCC(CNC(=O)Nc3ccccc3)C2)cc1 (stereo not given)	43.0%	5.6%	0.4%	0.7%	i
CN1CCc2cc3c(cc2C1)OCO3	/	-12.9%	/	/	0.2%
CCOc1cc2c(cc1OCC)C(c1ccc(O)c(OC)c1)NCC2 (stereo not given)	/	4.3%	/	/	0.9%
COc1ccc(-c2noc(-c3cccs3)n2)cc1OC	1.9%	10.1%	-5.3%	-1.0%	6.7%
Cc1c(Cl)ccc2c(C(O)CBr)cc(-c3ccccc3)nc12 (stereo not given)	/	1.0%	/	/	0.6%
COc1ccc(CCN2C(=O)C(Oc3ccccc3C)C2c2ccc3c(c2)OCO3)cc1OC (stereo not given)	11.4%	2.6%	3.3%	-12.3%	8.3%
CCc1ccc(/C=C2/Sc3ccccc3N(CC(=O)NCC3CCCO3)C2=O)cc1 (stereo not given)	18.2%	11.3%	4.2%	-16.8%	8.2%
O=C(CNC(=O)c1ccco1)NCC(=O)OCc1ccccc1Br	-6.1%	2.5%	-0.6%	-13.2%	i
CC(C)CCNC(=O)C(=O)NCc1ccccc1	59.0%	-18.9%	-17.4%	2.7%	i
Cc1nc(CCNC(=O)CC2C(=O)NCCN2Cc2ccccc2)nc2c1CCC2 (stereo not given)	10.5%	10.2%	5.0%	-3.2%	i
O=C(Nc1cccc(C(F)(F)F)c1)c1cccnn1	8.0%	-3.4%	-2.2%	-54.0%	1.3%
COC(=O)c1cc(S(=O)(=O)NCC2CCN(Cc3ccc(F)cc3)CC2)c[nH]1	-0.1%	18.9%	6.8%	3.7%	i
Fc1ccc(N2C(=S)SC(=Nc3ccccc3)C2=Nc2ccccc2)cc1	/	17.8%	/	/	3.9%
CCN1C(=O)CC(C(=O)Nc2ccc(F)cc2)SC1=Nc1cccc(OC)c1 (stereo not given)	17.1%	-0.1%	7.8%	5.9%	0.8%
Cn1c(-c2ccccc2)c(C(=O)CC#N)c2ccccc21	9.0%	0.7%	-1.2%	5.0%	1.4%
COc1ccc(N(C)C(=O)C2CCN(S(=O)(=O)c3cccc4nsnc34)CC2)cc1	-0.2%	-16.5%	9.7%	0.4%	2.8%
CN1CCN(c2cc(=O)n(C3CCCCC3)c(=O)[nH]2)CC1	-2.7%	2.9%	-4.7%	-1.8%	i

Nothing new here: entries from further up.
SMILES	M. tuberculosis	H1N1 NS1A inhibition	H37Rv inhibition	Salmonella PhoP GFP	VEEV TC-83 Vero	others
CN1CCc2cc3c(cc2C1)OCO3	/	-12.9%	/	/	0.2%
CCOc1cc2c(cc1OCC)C(c1ccc(O)c(OC)c1)NCC2 (stereo not given)	/	4.3%	/	/	0.9%
COc1ccc(-c2noc(-c3cccs3)n2)cc1OC	1.9%	10.1%	-5.3%	-1.0%	6.7%
Cc1c(Cl)ccc2c(C(O)CBr)cc(-c3ccccc3)nc12 (stereo not given)	/	1.0%	/	/	0.6%
COc1ccc(CCN2C(=O)C(Oc3ccccc3C)C2c2ccc3c(c2)OCO3)cc1OC (stereo not given)	11.4%	2.6%	3.3%	-12.3%	8.3%
CCc1ccc(/C=C2/Sc3ccccc3N(CC(=O)NCC3CCCO3)C2=O)cc1 (stereo not given)	18.2%	11.3%	4.2%	-16.8%	8.2%
O=C(CNC(=O)c1ccco1)NCC(=O)OCc1ccccc1Br	-6.1%	2.5%	-0.6%	-13.2%	i
CC(C)CCNC(=O)C(=O)NCc1ccccc1	59.0%	-18.9%	-17.4%	2.7%	i
Cc1nc(CCNC(=O)CC2C(=O)NCCN2Cc2ccccc2)nc2c1CCC2 (stereo not given)	10.5%	10.2%	5.0%	-3.2%	i
O=C(Nc1cccc(C(F)(F)F)c1)c1cccnn1	8.0%	-3.4%	-2.2%	-54.0%	1.3%
COC(=O)c1cc(S(=O)(=O)NCC2CCN(Cc3ccc(F)cc3)CC2)c[nH]1	-0.1%	18.9%	6.8%	3.7%	i
Fc1ccc(N2C(=S)SC(=Nc3ccccc3)C2=Nc2ccccc2)cc1	/	17.8%	/	/	3.9%
CCN1C(=O)CC(C(=O)Nc2ccc(F)cc2)SC1=Nc1cccc(OC)c1 (stereo not given)	17.1%	-0.1%	7.8%	5.9%	0.8%
Cn1c(-c2ccccc2)c(C(=O)CC#N)c2ccccc21	9.0%	0.7%	-1.2%	5.0%	1.4%
COc1ccc(N(C)C(=O)C2CCN(S(=O)(=O)c3cccc4nsnc34)CC2)cc1	-0.2%	-16.5%	9.7%	0.4%	2.8%
CN1CCN(c2cc(=O)n(C3CCCCC3)c(=O)[nH]2)CC1	-2.7%	2.9%	-4.7%	-1.8%	i

Next section.
SMILES	M. tuberculosis	H1N1 NS1A inhibition	H37Rv inhibition	Salmonella PhoP GFP	VEEV TC-83 Vero	others
CC(=O)c1cccc(NC(=O)Nc2ccc3c(c2)N(C)C(=O)CS3)c1	16.4%	9.1%	45.5%	11.3%	12.7%
Cc1ccc(SCc2cc(=O)n3[nH]cnc3n2)cc1	2.4%	14.1%	-15.2%	-2.3%	0.5%
Nc1c(-c2ccccc2)c(CSc2nc3ccccc3[nH]2)nn1-c1ccc(Cl)cc1	33.7%	-14.5%	-0.9%	-15.0%	10.9%
CCC(=O)Nc1ccc2c(c1)ncn2-c1ccccc1	3.9%	-3.6%	-5.3%	-11.8%	i	VEEV TC-83 Vero 10K pilot screen=1.5
CCOc1ccc(-c2nnc(-c3ccncc3)o2)cc1OCC	-13.2%	0.2%	8.6%	-7.0%	2.3%
O=C(NCCN1CCCC1=O)C1CCC(=O)N(CCc2ccc(Cl)cc2)C1 (stereo not given)	13.7%	8.8%	-2.0%	1.1%	1.7%
COc1cccc(-c2csc(NNC(=O)c3cccs3)n2)c1	-4.1%	/	?	10.9%	1.4%
CC(C)C[C@H]1CN=C(Nc2ccccc2)N1CCCC1CCCCC1	8.79µM*	-1.7%	?	1.0%	i
CCCCCCNC(=O)c1c(O)c2cccc3c2n(c1=O)CCC3	6.0%	1.8%	1.6%	-7.8%	6.5%
COC(=O)CN1C(=O)COc2ccc(S(=O)(=O)N3CCCC3)cc21	3.6%	2.0%	2.5%	-16.0%	1.4%
COC(=O)c1c(C)[nH]c(C(=O)C(C)OC(=O)c2c(C)noc2C)c1C (stereo not given)	7.4%	-11.9%	-0.4%	/	i
COc1ccc(NC(=S)NNC(=O)c2ccc(S(=O)(=O)N3CCOCC3)cc2)cc1	-4.3%	-4.3%	-7.6%	-3.2%	1.9%
O=C1/C(=C/c2ccccn2)SC(=S)N1c1cccc(O)c1	42.3%	2.1%	9.1%	5.1%	9.7%
CCCOC(=O)C1[C@H]2C(=O)N(CCCOC)C[C@]23C=C[C@H]1O3 (stereo not given in full)	-4.0%	-7.7%	2.4%	1.8%	1.5%
Cc1nc2ccccc2c(=O)n1/N=C/c1cn(-c2ccccc2)nc1-c1cccs1	/	11.3%	-0.6%	2.8%	8.4%
O=C(NCc1ccco1)C1CN(S(=O)(=O)c2ccccc2)CCN1S(=O)(=O)c1ccccc1 (stereo not given)	14.3%	-10.9%	-5.1%	-0.9%	i
COc1ccc(CCN2CC(C#N)=C3c4cc(OC)c(OC)cc4CCN3C2)cc1OC	13.2%	4.5%	-1.4%	2.8%	9.0%	VEEV TC-83 Vero 10K pilot screen=5.2
C=C(C)CN(CC)c1nc(N)c2c(N)nc3c(c2c1C#N)CC(=O)N3C12CC3CC(CC(C3)C1)C2	-3.4%	10.5%	4.4%	1.7%	5.1%
Cc1nn(C)cc1C(C(=O)NC1CCCCC1)N(C(=O)Cn1nnc2ccccc21)c1ccc(F)cc1 (stereo not given)	0.7%	-7.3%	1.9%	-8.8%	0.5%
CCOc1ccc(-n2c(=O)c3sccc3n(Cc3ccc(C)cc3)c2=O)cc1	-7.6%	-2.2%	0.2%	-43.1%	2.3%
COc1cc(C(=O)Nc2ccc(Cl)c(C(F)(F)F)c2)cc(OC)c1OC	25.9%	20.6%	12.0%	-4.9%	7.6%
Cn1ncc(Cl)c1C(=O)Nc1ccc2c(c1)CCC2	-15.5%	12.2%	-10.3%	-4.6%	6.3%
CN1CCN(CCC2Oc3cc([N+](=O)[O-])ccc3NC2=O)CC1 (stereo not given)	-4.0%	-11.3%	-9.5%	-6.8%	3.6%
Cc1ccc(S(=O)(=O)CCC(=O)OCC(=O)NC(N)=O)cc1	-7.7%	-11.0%	-6.1%	4.5%	0.3%
CC(C)(C)OC(=O)N1CCC(CNC(=O)c2ccc(F)cc2)CC1	-6.0%	-20.6%	4.3%	0.0%	2.6%
SMILES	M. tuberculosis	H1N1 NS1A inhibition	H37Rv inhibition	Salmonella PhoP GFP	VEEV TC-83 Vero	others
Nc1nonc1-n1nnc(C(=O)N/N=C/c2ccc(OCc3ccccc3)cc2)c1CN1CCCCC1	3.1%	-2.6%	7.5%	-6.1%	8.1%
CCOc1ccc2oc(C(=O)NCC(c3ccco3)N(C)C)c(C)c2c1 (stereo not given)	/	0.6%	/	/	9.7%
CCOc1ccccc1NC(=O)CN1C(=O)C(=O)N(Cc2ccco2)C1=O	16.4%	-2.7%	8.9%	-5.9%	1.7%
CCN(CC)C(=O)CCC(=O)Nc1ccc(C(=O)OC)cc1	-24.0%	8.9%	-1.4%	10.1%	i
O=C(NC(=S)Nc1cc(Cl)ccc1N1CCOCC1)c1ccc(-c2cccc(Cl)c2)o1	34.7%	20.9%	-1.2%	-0.9%	5.5%
Cc1cc(NC(=O)CSCc2nc(-c3cccc(F)c3)oc2C)no1	/	28.1%	0.4%	-8.9%	i
CCN(CC)C(CNC(=O)CSc1nnnn1-c1cccc(F)c1)c1ccco1 (stereo not given)	-5.5%	-1.4%	-6.3%	/	i
O=C(Nc1cccc(Cl)c1)c1ccc2c(c1)OCCO2	9.6%	6.1%	1.0%	3.2%	3.3%
CCSc1ccccc1C(=O)NCc1ccc(OC)cc1	-1.8%	7.7%	3.0%	-5.1%	5.0%	VEEV TC-83 Vero 10K pilot screen=1.4
Cc1cc(C(=O)COc2cc(F)ccc2[N+](=O)[O-])c(C)n1CC1CCCO1 (stereo not given)	37.7%	0.0%	1.9%	/	8.5%
CN(CC(=O)Nc1ccc(Cl)cc1)C1CCCCC1	<0.1µM*	-5.9%	-4.7%	-0.4%	i
CCCS(=O)(=O)c1c(S(=O)(=O)CCC)c2cc(-c3ccncc3)ccn2c1C(=O)OC	22.3%	-21.1%	?	7.2%	5.9%
O=C(N/N=C/c1cccnc1)C(=O)N1CCCCCC1	-0.6%	-12.5%	0.2%	-2.4%	2.2%
COC(=O)c1cc(OC)c(OC)cc1NC(=S)N1CCN(c2ccccn2)CC1	24.5%	3.0%	7.8%	-1.1%	5.0%
CC(C)Oc1ccccc1C1(c2ccccc2)NC(=O)NC1=O (stereo not given)	17.9%	-9.3%	-0.3%	0.3%	0.4%
O=c1[nH]ncc2c3ccccc3n(Cc3ccc(F)cc3)c12	1.4%	-8.7%	-0.4%	1.8%	1.8%
CCOc1ccc(-c2cn(S(=O)(=O)c3cccc4nsnc34)nc2N)cc1	13.2%	9.6%	3.5%	5.6%	5.5%
CCc1nn(CC(=O)NCc2cccnc2)c(=O)c2cc3occc3n12	-2.2%	11.2%	5.8%	-13.0%	2.5%
CCOC(=O)[C@@H]1[C@H]2COc3ccc(Br)cc3[C@@H]2N2C(=O)N(c3cccc(F)c3)C(=O)[C@]12C	-3.8%	4.3%	-4.7%	-5.1%	i

From PubChem
